Screens from PubChem.
CHT PAM – CHT positive allosteric modulators, primary screen, cell-based, membrane potential dye, choline EC20; CHT-expressing cells; active compounds read high; LV-AA mutant CHT in HEK293 cells; B-score at 10 µM; 0.49% of 310,000 active;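 active means initial fluorescence not abnormally high and integrated response B-score, plate-corrected, over 3 SD above library mean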
Target sequence (Q9GZV3 whole entry, looked up): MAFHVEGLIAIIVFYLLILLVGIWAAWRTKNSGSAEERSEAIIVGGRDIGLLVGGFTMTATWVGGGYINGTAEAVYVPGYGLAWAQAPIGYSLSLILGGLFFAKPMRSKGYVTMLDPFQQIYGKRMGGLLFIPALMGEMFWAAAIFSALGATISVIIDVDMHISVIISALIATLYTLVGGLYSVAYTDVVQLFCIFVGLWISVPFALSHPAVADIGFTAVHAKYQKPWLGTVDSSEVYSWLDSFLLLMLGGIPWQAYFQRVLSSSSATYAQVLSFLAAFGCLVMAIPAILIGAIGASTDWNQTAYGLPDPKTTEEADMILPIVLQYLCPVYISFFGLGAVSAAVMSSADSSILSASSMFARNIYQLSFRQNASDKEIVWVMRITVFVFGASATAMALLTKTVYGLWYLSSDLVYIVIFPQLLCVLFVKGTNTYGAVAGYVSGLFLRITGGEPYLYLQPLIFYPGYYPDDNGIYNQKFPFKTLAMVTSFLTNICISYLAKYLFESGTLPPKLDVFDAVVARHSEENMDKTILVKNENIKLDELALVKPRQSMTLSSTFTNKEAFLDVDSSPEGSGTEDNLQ
OX1R antagonist – OX1R (HCRTR1) antagonists, primary screen, fluorescence, CHO/OX1R cells, Fluo-8 calcium, orexin A; Orexin/Hypocretin receptor type 1 (Homo sapiens), O43613; Fluo-8 calcium fluorescence; inhibition, % at 5 µM; 0.43% of 330,000 active; AID 434989, 2010;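 active means inhibition above its plate's threshold, mean inhibition of all tested compounds on the plate plus 3 SD, cut at about 37% in these data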;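 further: 0% = orexin A challenge wells and 100% = SB-334867-A antagonist wells; not every result past the cut was called active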
Target sequence (O43613 whole entry, looked up): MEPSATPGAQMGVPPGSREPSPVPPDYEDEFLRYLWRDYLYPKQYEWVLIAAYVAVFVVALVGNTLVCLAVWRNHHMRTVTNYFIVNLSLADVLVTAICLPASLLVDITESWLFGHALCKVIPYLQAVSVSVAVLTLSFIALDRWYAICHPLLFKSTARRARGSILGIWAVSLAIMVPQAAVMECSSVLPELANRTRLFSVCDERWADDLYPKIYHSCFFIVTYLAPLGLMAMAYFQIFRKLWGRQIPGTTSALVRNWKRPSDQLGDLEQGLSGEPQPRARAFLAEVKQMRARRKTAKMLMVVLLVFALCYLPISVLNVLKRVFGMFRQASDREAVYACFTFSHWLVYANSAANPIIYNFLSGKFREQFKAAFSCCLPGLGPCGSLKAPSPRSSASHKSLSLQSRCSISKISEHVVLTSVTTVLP
The depositor's hits bear a star; i = inactive; / = no result given; & = joins results of further samples.

SMILES	CHT PAM	OX1R antagonist
COc1ccc(OCC(=O)Nc2ccc(S(=O)(=O)N3CCN(C)CC3)cc2)cc1	i	-12
COc1cccc(CN(C)CC(=O)Nc2sc3c(c2C#N)CCC3)c1OC	i	19
O=C(NC(=S)N1CCN(c2ccccc2)CC1)c1ccco1	/	-8
Cc1ccc2nsnc2c1S(=O)(=O)Nc1cccc2nsnc12	i	-22
O=C(NC(=S)N1CCCC(C(F)(F)F)C1)c1ccc(F)cc1 (stereo not given)	i	-13
Cn1c(=O)c2c(SCC(=O)N3CCCC3)nc(CC(C)(C)C)nc2n(C)c1=O	i	-26
COc1ccc(Cl)cc1S(=O)(=O)N(C)CC(=O)N1CCOCC1	i	-5
Cc1cc(Br)cc(C)c1NC(=O)c1ccc(C#N)cc1F	i	-14
Clc1ccc(Cn2ccc3ccccc32)cn1	i	-26
CC(NC(=O)c1cc(-c2ccccc2)on1)c1ccccc1 (stereo not given)	i	-8
Cc1ccc(Cl)c(OCC(=O)NN2CCN(C)CC2)c1	i	-5
COc1ccc2nc(SCC(=O)Nc3ccccc3)[nH]c2c1	i	3
COc1ccc(N2CCOCC2)c(NC(=O)c2cccc3ccccc23)c1	i	-35
Nc1nc(-c2ccc(Cl)cc2Cl)cn1N	i	-11
COc1ccc(CNC(=O)C2CCCN(S(=O)(=O)c3c(C)nn(C)c3C)C2)cc1 (stereo not given)	i	-22
CC1CCCC(C)N1C(=O)C1CCCCC1 (stereo not given)	i	3
CCn1cc(S(=O)(=O)CC(=O)N2CCc3ccccc32)c2ccccc21	i	-9
c1ccc(C2=Nn3c(nnc3-c3ccccn3)SC2)cc1	i	11
CC(C)c1ccc(NC(=O)CSc2nc3ccccc3nc2N2CCCC2)cc1	i	-30
CCc1nnc(SCC(=O)Nc2ccc3c(c2)OCO3)n1CC	i	-12
COc1ccc(OCC(O)CNC(=O)c2ccccc2C(=O)O)cc1 (stereo not given)	i	1
Cc1nn2c(NCc3ccccn3)c3c(nc2c1-c1ccccc1)CCC3	i	-24
Cc1nnc(N2C(=O)C(=O)/C(=C(/O)c3ccc4c(c3)OCCO4)C2c2ccc([N+](=O)[O-])cc2)s1 (stereo not given)	i	-8
COC(=O)c1ccccc1NC(=O)CSc1ccccc1	i	-25
O=C(NC1CCCCC1)c1ccc(-n2cnnn2)cc1	i	-6
SMILES	CHT PAM	OX1R antagonist
CCOc1cc(C2NN=C(c3ccc(C)cc3)S2)ccc1O (stereo not given)	i	-21
O=C(Nc1cccnc1)c1cc(S(=O)(=O)N2CCOCC2)ccc1Br	i	-24
Nc1cc(=O)[nH]c(SCC(=O)Nc2nc3ccc([N+](=O)[O-])cc3s2)n1	i	-6
CC1CCCC(C)N1C(=O)CSc1nccc(=O)[nH]1 (stereo not given)	i	-6
O=C(N/N=C\c1ccc(Cl)s1)C1COc2ccccc2O1 (stereo not given)	i	-7
N=c1c2c3c(sc2ncn1Nc1ccccc1)CCC3	i	-38
CC(=O)Nc1ccc(C(=S)NCC2(N(C)C)CCCCC2)cc1	i	-12
O=C(Nc1ncccc1O)c1cccc(S(=O)(=O)NCc2ccccc2)c1	i	-12
CCN(C[C@H]1N[C@@](C)(C(=O)OC)[C@H]2C(=O)N(C)C(=O)[C@@H]12)C(=O)c1ccc(C(C)(C)C)cc1	/	-13
O=C(CN(C(=O)C1CSC(=O)C1)c1cccc(F)c1)NCc1ccc2c(c1)OCO2 (stereo not given)	i	-20
CC(C)(C)OC(=O)C[C@@H]1C/C=C\C[C@@H](CC(=O)NCCO)C(=O)NC[C@@H](c2ccccc2)OC1=O	/	5
O=S(=O)(Nc1ccccc1)c1cccc2nonc12	i	-5
COc1ccc(S(=O)(=O)N[C@@H](CC(C)C)C(=O)O)cc1	i	-2
O=S(=O)(/N=C(/c1ccccc1Cl)N1CCOCC1)c1ccccc1	i	-13
O=C(NNC(=O)C1CCN(c2ncccn2)CC1)c1ccc(F)cc1	i	-17
O=C1/C(=C\c2ccc(Br)o2)SC(=Nc2ccccc2)N1c1ccccc1	i	-16
COc1ccc(C)cc1N(CC(=O)N1CCCCCC1)S(=O)(=O)c1ccccc1	i	-13
C/C=C(\C)C(=O)Nc1cccc(C2=NOC3(C2)C[C@@H](C(N)=O)N(C(=O)/C(C)=C/C)C3)c1 (stereo not given in full)	i	-3
CCOc1cc(C=O)ccc1OCc1cc(=O)n2cc(C)ccc2n1	i	-17
CCOC(=O)c1c(NC(=O)C2COc3ccccc3O2)sc(C(C)=O)c1C (stereo not given)	i	4
CC(C)Cc1nc2sc3c(SCC(N)=O)ncnc3c2c2c1CCC2	i	-3
O=Cc1ccc(Oc2cccc(C(F)(F)F)c2)nc1	i	-5
CC(NC(=O)CCc1nnc(-c2ccccc2)o1)c1ccccc1 (stereo not given)	i	-9
CN(C)S(=O)(=O)c1ccc(NC(=O)/C=C/c2ccccc2Cl)cc1	i	-18
COc1ccc(C(=S)N2CCCC2)cc1C	i	-19

Some of the entries above, set out differently:
Below each SMILES – CHT PAM | OX1R antagonist
- O=C(CN(C(=O)C1CSC(=O)C1)c1cccc(F)c1)NCc1ccc2c(c1)OCO2 (stereo not given)
  i | -20
- CC(C)(C)OC(=O)C[C@@H]1C/C=C\C[C@@H](CC(=O)NCCO)C(=O)NC[C@@H](c2ccccc2)OC1=O
  / | 5
- O=S(=O)(Nc1ccccc1)c1cccc2nonc12
  i | -5

Other entries:
SMILES	CHT PAM	OX1R antagonist
CCOc1cc(/C=N\NC(=O)OC(C)(C)C)ccc1OC(=O)c1ccco1	i	-32
CC(C)NC(=O)CN1CCC(c2nc3ccccc3[nH]2)CC1	i	-17
CC1C=Cc2ccccc2N1C(=O)c1ccccc1 (stereo not given)	i	-4
CC(NC(=O)COC(=O)c1cc(=O)[nH]c2ccccc12)c1ccccc1 (stereo not given)	i	-24
N#Cc1c2c(c(-c3ccco3)[nH]c1=O)CCCC2	i	-1
O=C(CNCCN1CCOCC1)Nc1ccccc1Sc1ccccc1	i	-22
CCCn1nc(C(=O)OCC(=O)c2ccccc2)c2ccccc2c1=O	i	-43
O=C(CCSc1ccc(Cl)cc1)N1CCCCCC1	i	-32
COc1ccccc1-c1cc(C(=O)NCCc2ccccc2)no1	i	-33
CCOC(=O)c1ccc(S(=O)(=O)N2CCN(C/C=C/c3ccccc3)CC2)cc1	/	13
O=C(c1ccccc1-c1ccccc1)N1CCN(c2ccccn2)CC1	i	-38
CCOC(=O)N1CCN(C(=O)c2ccccc2NC(=O)c2ccc(Br)cc2)CC1	i	-24
COc1cc(OC)c2ccc(=O)oc2c1C(CCN1CCCC1)c1ccc(N(C)C)cc1 (stereo not given)	i	-25
CN(C)c1ccc(CNC(=O)c2cc(S(=O)(=O)N3CCCC3)cn2C)cc1	i	0
Cc1ccc(SCC(=O)NNC(=O)c2ccccc2)c(C)c1	i	-15
Cc1ccc(N/C=C2\C(=O)N(c3ccc(F)cc3F)C(c3cccnc3)S2(=O)=O)cc1 (stereo not given)	i	-14
O=C(Nc1ccc(F)cc1F)c1cc2n(n1)C(C(F)(F)F)C1CCCCC1N2 (stereo not given)	i	-8
O=C(CN(C(=O)Cn1nnc(-c2cccs2)n1)c1ccc2c(c1)OCCO2)NCC1CCCO1 (stereo not given)	i	-25
CCOc1cc(/C=C2/C(=O)ON=C2C)ccc1OCc1ccc(F)cc1	i	-3
Cc1cccc(N2CCN(c3ccc4cc(S(=O)(=O)N5CCCCC5)ccc4n3)CC2)c1C	i	-7
O=S(=O)(Cc1ccccc1)N1CCc2ccccc21	i	-11
CCCN(N=Nc1cccc([N+](=O)[O-])c1)c1cccc([N+](=O)[O-])c1	i	4
CCOC(=O)N1CCC(N2CC34C=CC(O3)C(C(=O)Nc3ccc(F)cc3)C4C2=O)CC1 (stereo not given)	i	-12
COc1ccc(OC)c(C(=O)Cn2nnc3ccccc3c2=O)c1	i	-21
O=C(c1ccco1)N1CCN(C(c2ccccc2Cl)c2nnnn2CC2CCCO2)CC1 (stereo not given)	i	-8

Of the compounds above, four have a tert-butyl group:
SMILES	CHT PAM	OX1R antagonist
Cn1c(=O)c2c(SCC(=O)N3CCCC3)nc(CC(C)(C)C)nc2n(C)c1=O	i	-26
CCN(C[C@H]1N[C@@](C)(C(=O)OC)[C@H]2C(=O)N(C)C(=O)[C@@H]12)C(=O)c1ccc(C(C)(C)C)cc1	/	-13
CC(C)(C)OC(=O)C[C@@H]1C/C=C\C[C@@H](CC(=O)NCCO)C(=O)NC[C@@H](c2ccccc2)OC1=O	/	5
CCOc1cc(/C=N\NC(=O)OC(C)(C)C)ccc1OC(=O)c1ccco1	i	-32

Next results follow.
SMILES	CHT PAM	OX1R antagonist
Cc1nnc2c(-c3ccccc3)nc3ccccc3n12	i	-14
Cc1cc(C)cc(NC(=O)CCN2C(=O)c3ccccc3C2=O)c1	i	/
CCC(C)N(C)C1CCN(C(=S)Nc2cccc(SC)c2)CC1 (stereo not given)	i	-8
CCOc1ccc2nc(Cl)c(C3CC(c4ccco4)=NN3S(=O)(=O)c3ccccc3)cc2c1 (stereo not given)	i	-9
CC(=O)c1sc2ccccc2c1OC(=O)c1ccco1	i	-18
CCOC(=O)c1ccccc1NC(=O)CN1CCC(n2nnc3cc(C(F)(F)F)ccc32)CC1	i	-15
CCOC(=O)c1nnn(-c2nc(N(C)C)nc(N(C)C)n2)c1C	i	-13
S=c1[nH]nc(Cn2c(-c3ccccn3)nc3ccccc32)n1-c1ccc2c(c1)OCCO2	i	-22
COCCCNC(=O)COc1ccc(S(=O)(=O)NCc2ccccc2)cc1Cl	i	-13
COc1ccccc1N1CCN(C(=O)C2=CC=CN3CCS(=O)(=O)N=C23)CC1	/	9
Cc1ccc(-n2cccn2)c(CN2CCCC(CNC(=O)c3ccc(F)cc3)C2)c1 (stereo not given)	i	-33
CCOC(=O)c1cc2c(=O)n3ccccc3nc2n(Cc2ccco2)c1=NC(=O)c1ccccc1OCC	i	-21
Cc1ccc(OCC(=O)Nc2ccc(O)c(-c3nc4ccccc4o3)c2)cc1	i	-10
CCOc1ccc(-c2noc(CCC(=O)NC)n2)cc1OCC	i	-18
Cc1cc(-c2ccccc2)nc2[nH]n(-c3ccccc3)c(=O)c12	i	-16
COCCn1c(SCC(=O)N2CCCc3ccccc32)nc2c(c1=O)SC(C)C2 (stereo not given)	i	-29
COCCNC(=O)CS(=O)Cc1nc(-c2ccc(Cl)cc2)oc1C (stereo not given)	i	-6
CN(C)/C=N/NC(=O)c1ccccc1Cl	i	-12
NC(=O)CSc1nc2sc(-c3ccccc3)cc2c(=O)n1N	i	-5
Cc1cc(C(=O)NNC(=O)/C=C/c2ccc(F)cc2)c(C)o1	i	-22
Cc1ccccc1NC(=O)CCS(=O)(=O)c1ccc(Br)cc1	i	-23
CCN(CC)N=Nc1ccc(S(=O)(=O)N2CCSC2C(=O)O)cc1 (stereo not given)	i	-12
Cc1ccc(CNC(=O)C2CCN(c3nnc(N4CCCC4=O)s3)CC2)cc1	i	-32
O=C(NCc1cccs1)c1cc2c(s1)-c1ccccc1OC2	i	-19
C=CCSc1nnc(NC(=O)CCNC(=O)c2ccco2)s1	i	3

Compound profiles (already shown).
Entry for CCOC(=O)c1ccccc1NC(=O)CN1CCC(n2nnc3cc(C(F)(F)F)ccc32)CC1 : CHT PAM: i; OX1R antagonist: -15
Entry for COCCNC(=O)CS(=O)Cc1nc(-c2ccc(Cl)cc2)oc1C (stereo not given) : CHT PAM: i; OX1R antagonist: -6

(more compounds)
SMILES	CHT PAM	OX1R antagonist
C=CCn1c(P(C)(=O)O)nc2ccccc21	i	-9&1
COC(=O)c1ccc(OC)c(CSc2nnc(COc3ccc(Cl)cc3)o2)c1	i	-25
COC(=O)c1sc2cnccc2c1N	i	2
O=C(CCc1nnc(-c2ccc(-c3ccccc3)cc2)o1)N1CCCCC1	i	-10
COc1ccc(F)cc1C(=O)C1CCCN(C(=O)CCc2ccccn2)C1 (stereo not given)	i	-29
Cc1nc2ccccn2c1-c1ccnc(=S)[nH]1	6.8*	-20
O=C(c1ccccc1)C1Oc2ccccc2C2CC(c3cccs3)=NN12 (stereo not given)	i	-15
CC(C)c1ccc(N(C)C(=O)Cc2c(C(=O)O)n(C)c3ccccc23)cc1	i	0
Cc1cc(C(=O)NCc2cccnc2)cs1	i	3
Cn1c(SCC(=O)NCc2ccco2)nnc1-c1c[nH]c2ccccc12	i	-14
CCNC(=O)CC1C(=O)N(c2ccc(OC)cc2)C(=O)N1Cc1ccc(OC)cc1 (stereo not given)	i	-19
CCOC(=O)c1cnc2ccc(OCC)cc2c1NCCN1CCOCC1	i	-17
Cc1ccccc1OCC(=O)Nc1cc(S(=O)(=O)N2CCOCC2)ccc1N1CCCC1	/	-14
Cc1ccc2nc(/C(C#N)=C\c3ccc([N+](=O)[O-])o3)[nH]c2c1	i	34
O=C(N/N=C\c1ccc[nH]1)C1COc2ccccc2O1 (stereo not given)	i	-10
CO/N=C/c1c(C(=O)OC)nn(-c2ccccc2)c1Cl	i	-13
CCCCCCn1c(-c2ccco2)nc2oc3cc(OC)ccc3c(=O)c2c1=O	i	-7
COC(=O)CNC(=O)C(Cc1c[nH]c2ccccc12)NC(=O)OC(C)(C)C (stereo not given)	i	-6
N#CC1(NC(=O)COC(=O)c2ccccc2SCC(=O)N2CCCC2)CCCCC1	i	-9
COc1cc(NC(=O)CN(C)S(=O)(=O)c2ccc3c(c2)CCC(=O)N3)cc(OC)c1	i	-4
O=C(NC1CCCCCC1)c1c(O)nc2sccn2c1=O	i	-32
CC(=O)c1c(-c2ccc(Cl)cc2)c2ccccc2[nH]c1=O	i	-21
O=C(CSc1nn(-c2ccc(Cl)cc2)c(=S)s1)N1CCN(C(=O)c2ccco2)CC1	i	-19
CCOC(=O)N1CCC2(CC1)NCCc1c2[nH]c2ccccc12	i	-25

4 compounds from above, sorted by SMILES length, lowest first.
SMILES	CHT PAM	OX1R antagonist
C=CCn1c(P(C)(=O)O)nc2ccccc21	i	-9&1
CCOC(=O)c1cnc2ccc(OCC)cc2c1NCCN1CCOCC1	i	-17
COC(=O)c1ccc(OC)c(CSc2nnc(COc3ccc(Cl)cc3)o2)c1	i	-25
CC(C)c1ccc(N(C)C(=O)Cc2c(C(=O)O)n(C)c3ccccc23)cc1	i	0
